Bioassay records deposited in PubChem BioAssay by Sanford-Burnham Center for Chemical Genomics.
SENP8 block-1 = SENP8 protease inhibition | AID 2540 | Q96LD8 | purified SENP8, Z-RLRGG-aminoluciferin cleavage, luminescence | inhibition, % at 10 µM | 1.2% of 330,000 active; in the data active means inhibition above about 50%
Target sequence (Q96LD8 whole entry, looked up): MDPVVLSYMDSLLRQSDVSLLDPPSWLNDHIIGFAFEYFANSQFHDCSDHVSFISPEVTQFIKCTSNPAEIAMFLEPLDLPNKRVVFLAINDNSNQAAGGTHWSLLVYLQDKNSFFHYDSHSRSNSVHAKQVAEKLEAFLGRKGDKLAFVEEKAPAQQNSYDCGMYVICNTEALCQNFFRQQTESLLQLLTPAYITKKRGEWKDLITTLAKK
SENP6 block = inhibitors of human SENP6 protease. Q9GZR1. Recombinant SENP6 catalytic domain, aminoluciferin luminescence. inhibition, % at 10 µM. 1.8% of 330,000 active;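 active means inhibition above about 50% at the single tested dose, limit read from the data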;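 further: plate controls were DMSO wells with enzyme for no effect and DMSO wells lacking enzyme for full effect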
Apaf-1 inh = inhibitors of human Apaf-1 apoptosome; O14727; reconstituted apoptosome caspase-3 activity, DEVD-Rh110 fluorescence; inhibition, % at 20 µM; 0.71% of 330,000 active; AID 489030; active means inhibition of at least 40% at 20 µM;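 further: plate controls were DMSO wells for no effect and DEVD-CHO caspase inhibitor wells for full effect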
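Medium: Hepes buffer, pH 7.5 / System: biochemical Apaf-1 apoptosome reconstitution / Measured by: Rh110 fluorescence, excitation 480 nm, emission 540 nm / Times: compound with Apaf-1, dATP, procaspase-3 30 min, then 50 min reaction, room temperature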
SENP1 FRET inh = inhibitors of human SENP1 SUMO protease catalytic domain | recombinant SENP1 catalytic domain, CyPet-SUMO1-YPet FRET cleavage | 0.21% of 360,000 active | inhibition, % at 10 µM;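 active means inhibition at least 30% at 10 µM, raw YFP signal under a set limit, fluorescence ratio 0.5 to 1.5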;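 further: 0% = enzyme with DMSO and 100% = no enzyme wells; some results filed as inactive read as strong as hits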
Target sequence (Q9P0U3 419-644 limits assumed): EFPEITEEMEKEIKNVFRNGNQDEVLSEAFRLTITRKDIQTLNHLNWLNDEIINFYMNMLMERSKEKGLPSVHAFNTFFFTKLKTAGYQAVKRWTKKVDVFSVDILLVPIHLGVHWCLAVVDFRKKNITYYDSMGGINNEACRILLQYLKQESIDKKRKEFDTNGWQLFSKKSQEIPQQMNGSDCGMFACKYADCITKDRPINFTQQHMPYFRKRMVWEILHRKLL
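material = recombinant human SENP1 catalytic domain, His6-tagged | quantity = 20 pM enzyme | reagent = 25 nM SUMO1 FRET substrate | compound dosing = 10 µM single point, 0.5% DMSO | timing = 50 min enzyme reaction, room temperature, light-protected | detection = FRET, CFP and YFP emission | control set = no-enzyme low, enzyme-DMSO high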
SENP7 inh = inhibitors of human SENP7 protease; inhibition, % at 5 µM; 1.5% of 330,000 active; recombinant SENP7, Z-RLRGG-aminoluciferin luminescence, 40 min; Q9BQF6; AID 434973;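 active means inhibition above about 50% at the single test dose, limit read from the data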;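 further: plate controls were DMSO with enzyme for no effect and no enzyme buffer wells for full effect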
UBC13 polyUb = blocks human UBC13 polyubiquitin chain formation. TR-FRET. 0.47% of 330,000 active. inhibition, % at 20 µM. AID 485273. P61088; in the data active means inhibition above about 45%, passing the limit was not always enough
Target sequence (P61088 whole entry, looked up): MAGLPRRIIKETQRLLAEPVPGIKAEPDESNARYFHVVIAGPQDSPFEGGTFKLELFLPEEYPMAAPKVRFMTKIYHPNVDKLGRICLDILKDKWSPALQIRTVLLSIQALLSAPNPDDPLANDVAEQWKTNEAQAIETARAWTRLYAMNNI
SENP8 block-2 = inhibitors of human SENP8 protease. Q96LD8. recombinant SENP8, Nedd8 substrate fluorescence. inhibition, % at 20 µM. 0.64% of 360,000 active. AID 602440; in the data active means inhibition mostly above about 40%, no sharp cut-off; inactive means mostly below about 27%
APOBEC3G inh = blocks human APOBEC3G single-stranded DNA deamination; Q9HC16; recombinant A3G, ssDNA deamination FAM/TAMRA fluorescence; inhibition, % at 20 µM; 0.28% of 330,000 active; AID 493012;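 active means inhibition of at least 40% at 20 µM, with no more than 30% in the related APOBEC3A deaminase screen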;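 further: plate controls were DMSO wells with A3G for no effect and wells lacking A3G enzyme for full effect; some compounds called inactive have numbers as strong as hits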
Target sequence (Q9HC16 whole entry, looked up): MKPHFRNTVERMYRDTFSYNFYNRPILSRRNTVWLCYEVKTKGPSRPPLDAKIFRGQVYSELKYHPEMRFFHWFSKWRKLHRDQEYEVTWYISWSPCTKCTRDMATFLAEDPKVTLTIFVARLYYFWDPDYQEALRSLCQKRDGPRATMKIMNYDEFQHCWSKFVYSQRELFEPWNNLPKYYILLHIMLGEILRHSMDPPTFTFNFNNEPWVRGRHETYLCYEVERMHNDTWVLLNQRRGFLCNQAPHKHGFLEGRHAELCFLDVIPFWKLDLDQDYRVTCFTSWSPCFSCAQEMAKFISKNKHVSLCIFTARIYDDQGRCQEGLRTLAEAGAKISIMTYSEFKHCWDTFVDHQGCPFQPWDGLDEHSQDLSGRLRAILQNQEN
The depositor's hits bear a star; nt = no result given.

SMILES	SENP8 block-1	SENP6 block	Apaf-1 inh	SENP1 FRET inh	SENP7 inh	UBC13 polyUb	SENP8 block-2	APOBEC3G inh
COc1ccc(S(=O)(=O)N2CCOC23CCN(C(=O)c2ccc(Cl)cc2Cl)CC3)cc1	-7	7	14	-1	-3	7	3	-10
CCOc1ccc(-n2c(SCC(=O)NCc3ccco3)nnc2-c2c[nH]c3ccccc23)cc1	-1	-13	12	0	-5	-3	14	4
CN(CCc1ccccn1)C(=O)Nc1cc(Cl)cc(Cl)c1	-15	-12	-1	0	-1	2	2	-6
O=C(Cc1ccc(Br)cc1)N1CCN(C(=O)c2ccccc2)CC1	3	-8	1	0	2	3	-1	-3
CCC1=NN(C(=O)Cc2ccc([N+](=O)[O-])cc2)C(O)(C(C)(C)C)C1 (stereo unspecified)	4	1	0	2	11	2	19	-3
O=C(Cc1noc2ccccc12)Nc1ccccn1	2	19	-6	2	10	7	9	-4
CN(c1ccccc1)S(=O)(=O)c1cccc(NC(=O)CSc2nnc(C3CC3)n2C)c1	2	0	4	2	-2	9	-4	-8
CCCCCCCNC(=O)C1(CC2CC(c3cccc(Br)c3)=NO2)CCN(C(=O)c2ccccc2)CC1 (stereo unspecified)	-2	-20	11	2	-10	-1	10	-11
COc1ccc(/C=C/C(=O)Nc2ccc(C(N)=O)cc2)cc1OC	-3	-4	-4	-1	-6	-10	-271	-5
Cc1ccc(C(=O)COC(=O)c2ccccc2NC(=O)c2ccccc2)cc1[N+](=O)[O-]	2	-6	8	0	5	5	13	-5
CC(=O)n1nc(-c2ccccc2)nc1NCc1cccs1	2	-15	-11	6	-4	4	19	-10
COc1ccc(CCNC(=O)CSc2n[nH]c(N)n2)cc1OC	3	-20	-7	0	7	1	20	-3
CC(=O)C1=C(O)C(=O)N(CCCn2ccnc2)C1c1ccc(Cl)cc1 (stereo unspecified)	-3	-1	-8	1	3	-6	-10	-17
COc1ccc(-c2cc(C(F)(F)F)nc(SCCC(=O)Nc3cc(C)on3)n2)cc1	2	3	-11	2	-9	9	-167	-4
COc1cc(/C=N/NC(=O)c2cccnc2)ccc1OC(=O)c1cccc(Br)c1	6	-2	14	0	-1	5	-4	-2
Cc1ccnc(NC(=O)CN2C(=O)c3ccccc3C2=O)c1	7	7	-5	0	1	9	13	-2
CC(C)C(=O)N1CCN(c2ccccc2NC(=S)NC(=O)Cc2ccccc2)CC1	2	-9	11	1	-5	-14	7	-3
CCc1ccc(NC(=O)CSc2nnc(C3CC3)n2CC2CCCO2)cc1 (stereo unspecified)	6	-14	11	0	3	-1	3	-5
CC(c1ccco1)N(C(=O)c1cccc(S(=O)(=O)N(C)C)c1)c1ccccn1 (stereo unspecified)	-6	5	1	0	-3	-7	11	-4
CCOP(=O)(OCC)C(Nc1cccc([N+](=O)[O-])c1)c1ccc(OC)cc1 (stereo unspecified)	-15	-19	10	4	3	-6	19	-6

Entries shown so far that contain an aryl methoxy group, in the order listed:
SMILES	SENP8 block-1	SENP6 block	Apaf-1 inh	SENP1 FRET inh	SENP7 inh	UBC13 polyUb	SENP8 block-2	APOBEC3G inh
COc1ccc(S(=O)(=O)N2CCOC23CCN(C(=O)c2ccc(Cl)cc2Cl)CC3)cc1	-7	7	14	-1	-3	7	3	-10
COc1ccc(/C=C/C(=O)Nc2ccc(C(N)=O)cc2)cc1OC	-3	-4	-4	-1	-6	-10	-271	-5
COc1ccc(CCNC(=O)CSc2n[nH]c(N)n2)cc1OC	3	-20	-7	0	7	1	20	-3
COc1ccc(-c2cc(C(F)(F)F)nc(SCCC(=O)Nc3cc(C)on3)n2)cc1	2	3	-11	2	-9	9	-167	-4
COc1cc(/C=N/NC(=O)c2cccnc2)ccc1OC(=O)c1cccc(Br)c1	6	-2	14	0	-1	5	-4	-2
CCOP(=O)(OCC)C(Nc1cccc([N+](=O)[O-])c1)c1ccc(OC)cc1 (stereo unspecified)	-15	-19	10	4	3	-6	19	-6

Further entries follow:
SMILES	SENP8 block-1	SENP6 block	Apaf-1 inh	SENP1 FRET inh	SENP7 inh	UBC13 polyUb	SENP8 block-2	APOBEC3G inh
O=c1cc(C23CC4CC(CC(C4)C2)C3)[nH][nH]1	5	-2	-5	1	-4	-5	6	-12
O=C(N/N=C/c1coc2ccc(Cl)cc2c1=O)c1cc(O)cc(O)c1	-12	-14	6	0	6	17	-75	-2
O=C(Nc1ccc(N2CCOCC2)c(Cl)c1)c1cc(F)c(F)cc1Cl	-1	-6	2	-1	-3	1	25	0
CCCCn1c(SCc2cccc([N+](=O)[O-])c2)nc2ccsc2c1=O	0	-5	-2	1	0	12	17	-5
Cc1cccc(CCNC(=O)c2oc3c(C)c(C)ccc3c2C)n1	-8	-38	-2	0	-1	5	3	-8
O=C1CCCC(=NNC(=O)c2cc3ccccc3cc2O)C1	89*	90*	-5	-26	88*	0	-192	-8
NC(=O)CNC(=O)[C@@H]1CC2(CC(c3cccc([N+](=O)[O-])c3)=NO2)CN1C(=O)c1ccccc1 (stereo partly specified)	-14	-6	-2	3	-1	-11	21	-12
CC1(C)C(c2ccccc2)=[N+]([O-])C2(CCCCC2=O)N1O (stereo unspecified)	-2	-1	11	-1	0	0	19	-4
Cc1cc(C)n2nc(C)c(-c3ccccc3)c2n1	-5	-16	-1	-1	-5	-5	-7	-5
CC1CCN(CCCOc2ccc(Cl)cc2Br)CC1	2	14	19	-1	-3	8	18	1
COC(=O)c1ccc(=O)n(CC(=O)c2ccc(Cl)cc2)c1	3	-7	-9	3	-5	10	4	-7
CCOc1ccccc1NC(=O)CCCc1nc2ccccc2c(=O)[nH]1	4	-4	-18	1	0	7	21	-6
C=C1C[C@H](O[C@@H]2O[C@H](CO)[C@@H](O)[C@H](O)[C@H]2O)[C@@H]2[C@H](OC(=O)[C@H]2C)[C@H]2[C@H](C)[C@H](O)C[C@@H]12	6	2	4	1	-3	7	19	-3
Clc1cccc(Sc2ccc(-c3ccccn3)s2)c1	2	-2	5	-2	-12	-1	-234	0
COc1ccc(NC(=S)NC(NC(=O)CCl)C(Cl)(Cl)Cl)c([N+](=O)[O-])c1 (stereo unspecified)	-7	-15	17	2	9	-9	52*	-3
CCn1c(SCc2cccc(F)c2)nc2c(c1=O)SCC2	-7	1	9	-1	-10	-8	20	-4
CN(C)S(=O)(=O)c1cc(C(=O)NCc2ccccc2)c(Cl)cc1Cl	7	-1	-13	-1	2	10	-3	-8
Cc1nn(CC(=O)NCc2ccccc2F)c(C)c1[N+](=O)[O-]	-1	-3	-20	1	6	6	1	-7
O=C(c1ccco1)N1CCCSC1=Nc1ccccc1	7	0	-8	3	2	7	8	-6
Cn1c(SCC(=O)N/N=C/C=C\c2ccco2)nc2ccccc21	4	2	-2	-6	-1	-9	1	-4
Cc1nn(CC(=O)Nc2cccc(S(N)(=O)=O)c2)c(C)c1[N+](=O)[O-]	-9	-10	1	0	-6	-11	-21	-7
COc1ccc2cc(-c3ccon3)ccc2c1	-4	13	3	1	8	3	-76	-6
Cc1ccccc1NNC(N)=S	-2	3	-5	2	10	-7	51*	-4
NCCOc1ccc(C2CCCCC2)cc1	-5	-6	-7	0	-2	14	15	-1
CCOC(=O)c1c(C)[nH]c(C)c1S(=O)(=O)N(C)CC(=O)NCc1ccc(C)cc1	-3	-3	-1	0	4	3	8	-3
Cc1nc(C)c(-c2ccn(C(=O)NC(C)C)n2)s1	6	-12	-2	2	1	-3	26	2
O=S(=O)(NCC(c1ccccc1)N1CCNCC1)c1ccc(Cl)cc1 (stereo unspecified)	-4	-1	43*	1	2	23	12	-6
CCC(C)n1c(SCC(=O)Nc2ccc3[nH]c(=O)[nH]c3c2)nc2ccccc2c1=O (stereo unspecified)	-12	-23	10	-3	-10	-3	24	-12
CCOc1ccccc1N1CCN(CC(O)COc2ccc3c(C)cc(=O)oc3c2)CC1 (stereo unspecified)	-15	-31	9	1	-6	-9	-62	-7
CC(OC(=O)Cc1n[nH]c(=O)c2ccccc12)C(=O)Nc1ccccc1[N+](=O)[O-] (stereo unspecified)	9	1	-18	0	0	2	11	-3
Cc1cc(C)nc(SCCC(=O)Nc2cccc3ccccc23)n1	-9	-2	-3	-18	4	-2	17	-5
COc1ccccc1-c1noc(-c2ccccc2C(=O)Nc2ccccc2)n1	-6	-6	2	1	5	4	16	-7
CCNS(=O)(=O)c1ccc(NC(=O)Cn2cc([N+](=O)[O-])cn2)cc1	-2	4	4	1	-2	8	11	-4
COc1cc(/C=C2/NC(=O)NC2=O)cc(Br)c1OCc1cccc(C(=O)O)c1	-17	-2	17	-1	0	-5	-139	-7
COc1ccc(/C=N/NC(=S)Nc2ccccc2)cc1COc1ccccc1F	-11	-5	0	nt	0	-14	nt	-5
O=C(CSc1ccccc1)NCc1cccnc1	2	-14	0	1	0	0	18	-5
Cc1cccc(NC(=O)CNC(=O)c2cc(C3CC3)nn2-c2ccccc2)c1C	-11	-6	12	-1	5	3	1	2
CCCCn1c(N)c(N(CCC(C)C)C(=O)c2cc(CC)c(C)s2)c(=O)[nH]c1=O	-2	-5	5	-4	0	-7	-18	-10
O=C1CCC(=O)N1OCCCCOc1ccccc1	9	-8	-5	5	3	2	22	-7
COc1ccc2[nH]cc(C(=O)CN3CCC(C)CC3)c2c1	-6	-19	14	-11	-15	1	-9	-4
Cc1cccc(Nc2nc3c(S(=O)(=O)c4ccccc4)nnn3c3ccccc23)c1	6	15	-7	-1	4	17	-468	3
CC(=O)N1CCN(C(=O)c2cc(S(=O)(=O)NCc3ccccc3)ccc2C)CC1	6	2	0	3	-1	-17	6	-5
CCC(C)Oc1nc2c(c(=O)n(C)c(=O)n2C)n1C (stereo unspecified)	8	-13	-2	2	2	1	11	-7
CC(=O)N(C)c1ccc(N=Nc2c(C)[nH]n(-c3ccccc3)c2=O)cc1	-1	9	22	3	-3	-34	30	-4
COc1ccc(Br)cc1CNC(=O)Cc1cccs1	1	11	-1	1	1	3	18	-6
O=C(N/N=C/CCc1ccccc1)c1ccccc1	-3	-8	6	1	6	10	47*	-3
Cc1cccc2nc(CSC(=N)N)c(Br)n12	5	4	-2	-13	-5	4	19	-11
CC(OC(=O)Cn1cnc2c1c(=O)n(C)c(=O)n2C)C(=O)NC1(C#N)CCCCC1 (stereo unspecified)	-3	-6	4	1	-14	-5	19	2
COCCNC(=O)C(c1ccc(Cl)cc1)N(C(=O)CCC(=O)Nc1ccccn1)C1CCCC1 (stereo unspecified)	-1	-3	-7	2	-2	0	20	-10
COc1ccc2[nH]c(C(=O)O)c(NS(=O)(=O)c3ccc(C)cc3C)c2c1	3	12	7	0	-6	1	-150	-1
Going on with the list:
SMILES	SENP8 block-1	SENP6 block	Apaf-1 inh	SENP1 FRET inh	SENP7 inh	UBC13 polyUb	SENP8 block-2	APOBEC3G inh
CC(=O)c1cccc(-n2nnnc2SCC(=O)Nc2ccccc2N2CCCCC2)c1	-6	9	16	-1	1	12	11	-1
CCCCC(=O)NC(=S)Nc1cccc(NC(=O)c2ccccc2)c1	-4	-3	13	-1	0	0	8	-4
CCC1CCCCN1S(=O)(=O)c1ccc(NC(=O)c2nc(S(C)(=O)=O)ncc2Cl)cc1 (stereo unspecified)	-11	-15	23	-2	-2	-23	12	-4
CCN(CC(=O)Nc1cc(Cl)ccc1C)C(=O)Cc1ccsc1	-12	-25	8	0	-6	-2	15	-5
CC(C)CCNC(=O)NC(=O)COC(=O)c1cc(S(=O)(=O)N2CCOCC2)ccc1N1CCCCC1	3	-16	9	2	0	14	8	-6
CCC1=NN(C(=O)c2cccc([N+](=O)[O-])c2)C(O)(c2ccc(C)cc2)C1 (stereo unspecified)	-10	-3	-2	1	-3	-11	23	-7
CCOc1cc(/C=N/NC(=O)C(=O)NCc2cccnc2)ccc1O	-1	-1	-4	0	-2	-6	-10	-4
CC1CCN(c2nc3c(cc2C#N)COC(C)(C)C3)CC1	-2	-11	4	-13	1	10	-469	-5
COc1cc(-c2cc(C(=O)Nc3ccc(N4CCOCC4)cc3)c3ccccc3n2)cc(OC)c1OC	-8	0	-12	3	11	2	-11	15
